Compound activity (PubChem BioAssay)
KCNK3 inh = human KCNK3 channel inhibitors, primary screen, CHO cells, FluxOR thallium flux, B-score; B-score at 10 µM; 0.84% of 340,000 active; FluxOR fluorescence; active compounds read low; AID 602410, 2012;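 active = B-score under library mean minus 4 SD, starting fluorescence ratio at most library mean plus 5 SD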;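 also: more negative B-score means stronger inhibition of thallium flux through KCNK3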
Target sequence (O14649 whole entry, looked up): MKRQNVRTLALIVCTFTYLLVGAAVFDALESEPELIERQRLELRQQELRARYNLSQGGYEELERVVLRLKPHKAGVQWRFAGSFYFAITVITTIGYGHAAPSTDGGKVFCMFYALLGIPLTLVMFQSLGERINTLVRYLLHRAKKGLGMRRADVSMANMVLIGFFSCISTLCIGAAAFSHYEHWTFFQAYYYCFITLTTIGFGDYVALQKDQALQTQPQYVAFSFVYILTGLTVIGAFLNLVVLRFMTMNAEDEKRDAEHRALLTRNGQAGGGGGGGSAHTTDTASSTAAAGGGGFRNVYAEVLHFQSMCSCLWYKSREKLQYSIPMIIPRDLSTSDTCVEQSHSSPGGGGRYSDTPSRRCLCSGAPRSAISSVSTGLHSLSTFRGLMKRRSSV
HDAC3 inhib = HDAC3 deacetylase inhibitors, primary screen, biochemical, fluorescence, cell-free homogeneous; 0.15% of 320,000 active; AID 2718, 2010; inhibition, % at 8.3 µM; recombinant HDAC3, fluorogenic peptide/trypsin coupled; Histone deacetylase 3 (Homo sapiens), O15379; in the data active = inhibition above about 26%, passing the limit was not always enough; inconclusive = no clear call, values can overlap the other calls
Target sequence (O15379 whole entry, looked up): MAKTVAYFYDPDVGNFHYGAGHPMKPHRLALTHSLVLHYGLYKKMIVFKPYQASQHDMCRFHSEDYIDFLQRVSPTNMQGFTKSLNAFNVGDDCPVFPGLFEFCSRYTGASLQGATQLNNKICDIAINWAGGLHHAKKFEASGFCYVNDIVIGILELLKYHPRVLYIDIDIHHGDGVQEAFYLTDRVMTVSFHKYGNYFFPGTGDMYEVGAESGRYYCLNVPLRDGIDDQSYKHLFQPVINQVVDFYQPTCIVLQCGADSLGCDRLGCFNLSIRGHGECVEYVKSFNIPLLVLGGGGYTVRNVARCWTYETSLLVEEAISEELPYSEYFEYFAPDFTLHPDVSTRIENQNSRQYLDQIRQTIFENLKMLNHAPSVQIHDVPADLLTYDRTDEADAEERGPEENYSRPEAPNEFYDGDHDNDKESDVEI
TMEM16A act = TMEM16A chloride channel activators or potentiators, primary screen, cell-based, HTS | HEK293 TMEM16A/YFP-H148Q/I152L, iodide quench fluorescence; active compounds read low | B-score at 10 µM | 0.3% of 340,000 active | AID 623877, 2012;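 active = fluorescence-ratio B-score plate-corrected deviation score at least 3 library SD below zero, with starting fluorescence score within 5 deviations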;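 also: channel opened by trigger with iodide after compound preincubation; score built on the fluorescence ratio of max minus min over baseline; more negative score means more quench and so TMEM16A activation or potentiation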
* hit, by the source's call; i = inactive; ? = inconclusive. Only part of the results is shown; count on the stated rates, not on these rows.

Values in the order – KCNK3 inh	HDAC3 inhib	TMEM16A act
- CCCCCCSc1ccc(-c2nc3ccc(Cl)cn3c2NC2CCCCC2)cc1
 : i	2.6	i
- Cc1ccc(NC(=O)Cc2nc(COC(=O)C(C)NS(=O)(=O)c3ccc(C)cc3)cs2)cc1 (stereo not drawn)
 : i	1.2	-5.62*
- CC(C)c1ccc(C(=O)COC(=O)C(O)c2ccccc2)cc1 (stereo not drawn)
 : i	4.9	i
- C[C@H](CO)N1C[C@H](C)[C@@H](CN(C)S(=O)(=O)c2cccs2)Oc2c(NS(=O)(=O)c3cn(C)cn3)cccc2C1=O
 : i	-2.1	i
- O=C1C=CN2CCCC2CC1 (stereo not drawn)
 : i	6.4	i
- CC(C)c1ccc(NC(=O)COC(=O)C2CC3C=CC2C3)cc1 (stereo not drawn)
 : i	4.3	i
- Cc1cc(Cl)ccc1NC(=O)CSc1n[nH]c(N)n1
 : i	2.0	i
- CC(NC(=O)CNC(=O)c1ccccc1F)c1ccc(-n2ccnc2)cc1 (stereo not drawn)
 : i	-5.5	i
- C[C@@H]1CN([C@@H](C)CO)C(=O)c2cc(NS(=O)(=O)c3cccs3)ccc2O[C@H]1CN(C)Cc1ccc(C(F)(F)F)cc1
 : i	16.7	i
- O=C(N/N=C/c1cc([N+](=O)[O-])cc([N+](=O)[O-])c1O)C(O)(c1ccccc1)c1ccccc1
 : i	7.0	i
- Cc1ccc(CNC(=O)c2cc(C3CC3)nc3c2cnn3C(C)C)cc1
 : i	-5.2	i
- COc1cc2c(cc1OC)C(=O)N1[C@H]3c4cc(C)ccc4OC[C@@H]3[C@H](c3ccccc3)[C@]1(C)C(=O)N2
 : i	8.4	i
- Cc1cccc(N2CCN(C(=O)c3ccc(S(=O)(=O)N(C)c4ccccc4)cc3)CC2)c1C
 : i	1.1	i
- CC(=O)Nc1ccc(NC(=O)CSc2nc3ccccc3c(=O)n2CCCN2CCOCC2)cc1
 : i	3.8	i
- COc1cc(S(=O)(=O)N2CCOCC2)cc(C(=O)OCC(=O)NC2CCCCC2)c1OC
 : i	-0.8	i

Single values from the list.
CC(NC(=O)CNC(=O)c1ccccc1F)c1ccc(-n2ccnc2)cc1 (stereo not drawn) – HDAC3 inhib: -5.5
Cc1ccc(NC(=O)Cc2nc(COC(=O)C(C)NS(=O)(=O)c3ccc(C)cc3)cs2)cc1 (stereo not drawn) – HDAC3 inhib: 1.2
O=C1C=CN2CCCC2CC1 (stereo not drawn) – HDAC3 inhib: 6.4

(more compounds)
Values in the order – KCNK3 inh	HDAC3 inhib	TMEM16A act
- O=C(Nc1ccc2c(c1)OCCO2)c1cnn(-c2ccccc2)n1
 : i	-3.9	i
- COc1ccc(C(=O)NC(CC(C)C)C(=O)O)cc1 (stereo not drawn)
 : i	-1.9	i
- O=C(NN=Cc1ccccc1Cl)c1ccc(-n2cnnn2)cc1
 : i	10.8	i
- NS(=O)(=O)c1ccc(N2CCN(S(=O)(=O)Cc3ccccc3)CC2)nc1
 : i	8.4	i
- CC(=O)Nc1ccc(S(=O)(=O)Nc2cc(Cl)ccc2N2CCOCC2)cc1
 : i	10.3	i
- COc1ccc(S(=O)(=O)N2CCCCCC2)cc1NS(=O)(=O)c1cc(C(=O)O)cc(C)c1C
 : i	-0.7	i
- COC(=O)Cc1csc(NC(=O)c2ccc3ncsc3c2)n1
 : i	7.6	i
- O=C(CSc1nnc(-c2ccncc2)o1)Nc1cc(F)ccc1F
 : i	-7.6	i
- COc1ccccc1-c1nnc(SCC(=O)c2c(N)n(C3CC3)c(=O)[nH]c2=O)o1
 : i	-5.3	i
- N#CCCN1CCN(S(=O)(=O)c2ccc3c(c2)CCC3)CC1
 : i	2.6	i
- N#Cc1ccccc1OCC(=O)NC1CCCCC1
 : i	3.6	i
- CCC/C(=C1/c2ccccc2C(=O)N1c1ccccc1)c1ccc2c(c1)OCO2
 : i	-15.1	i
- Cc1ccccc1SCC(=O)OCC(=O)NCc1ccccc1
 : i	6.9	i
- O=S(=O)(c1cccc(-c2n[nH]c(=S)n2-c2ccccc2Cl)c1)N1CCOCC1
 : i	1.0	i
- CC1CC(=O)Nc2ccccc2N1C(=O)CSc1ccc2ccccc2n1 (stereo not drawn)
 : i	0.2	i

Other entries
Values in the order – KCNK3 inh	HDAC3 inhib	TMEM16A act
- CC(C)NC(=O)Nc1ccc2c(c1)CC(=O)N([C@@H](C)CO)C[C@H](C)[C@@H](CN(C)C(=O)NC1CCCCC1)O2
 : i	-0.9	i
- O=C(NCC1CC1)c1cccc2c1C(=O)c1ccc(-c3ccc(OC(F)(F)F)cc3)cc1S2(=O)=O
 : i	-5.9	i
- COc1ccc(C2(C)ON(c3ccccc3C(F)(F)F)C2=O)cc1 (stereo not drawn)
 : i	4.4	i
- CC(=O)c1c(C)[nH]c(C(=O)OC(C)C(=O)Nc2ccc(C)c(S(=O)(=O)N3CCOCC3)c2)c1C (stereo not drawn)
 : i	-7.8	i
- O=C(COc1cccc(C(F)(F)F)c1)NNC(=O)Cc1ccc(S(=O)(=O)N2CCOCC2)s1
 : i	4.1	i
- N#Cc1ccccc1OCC(=O)OCC(=O)NC1CCCCCC1
 : i	-5.4	i
- COC(=O)c1ccn(CSc2cc(Cl)ccc2Cl)n1
 : i	3.0	i
- O=C(O)CC(NS(=O)(=O)c1ccc2c(c1)OCCO2)c1ccccc1[N+](=O)[O-] (stereo not drawn)
 : i	5.8	i
- CC(=O)Nc1ccc(NC(=O)C(C)OC(=O)C2CCCCC2)cc1 (stereo not drawn)
 : i	2.0	i
- C[C@H](CO)N1C[C@H](C)[C@@H](CN(C)C(=O)Nc2ccc(C(F)(F)F)cc2)Oc2c(NS(=O)(=O)c3cn(C)cn3)cccc2C1=O
 : i	0.1	i
- CCOC(=O)[C@H]1[C@H]2COc3ccc(OC)cc3[C@@H]2N2C(=O)[C@H](C)NC(=O)[C@@]12C
 : i	9.0	i
- Cn1cncc1C#Cc1ccc2cc(CCCO)oc(=O)c2c1
 : i	-2.5	i
- CCCCN1C(=N)N([C@@H](C)CN2CCC[C@H]2CN2C(N)=NC[C@@H]2Cc2ccccc2)C[C@H]1Cc1ccccc1
 : i	1.6	i
- CN(C(=O)COC(=O)Cc1c(Cl)cccc1Cl)C1CCS(=O)(=O)C1 (stereo not drawn)
 : i	-5.2	i
- COc1ccc(C(CNC(=O)c2oc3ccccc3c2C)N2CCCC2)cc1 (stereo not drawn)
 : i	6.9	i

Next entries follow:
Values in the order – KCNK3 inh	HDAC3 inhib	TMEM16A act
- Cc1onc(-c2ccccc2)c1C(=O)NCCCc1ccccc1
 : i	-0.4	i
- CC(C)(C)OC(=O)NCCCCCNC(=O)c1[nH]cnc1C(=O)N[C@@H](Cc1ccccc1)C(=O)OC(C)(C)C
 : i	27.7*	i
- N#Cc1ccc(OCC(=O)N2CCN(S(=O)(=O)c3ccc(Cl)s3)CC2)cc1
 : i	-0.9	i
- COc1cccc(CC(=O)OCC(=O)NCCc2ccc(F)cc2)c1
 : i	1.4	i
- CC1CCCCC1NC(=O)COC(=O)CN1C(=O)c2ccccc2C1=O (stereo not drawn)
 : i	-8.6	i
- COc1cc(Cl)c(C)cc1NC(=O)CC1SC(N2CCOCC2)=NC1=O (stereo not drawn)
 : i	3.2	i
- Cc1ccc(NC(=O)CN(C)C(=O)COc2cccc3ccc(C)nc23)cc1
 : i	-3.6	i
- Oc1ccc(C23CCCC2C2(CCCC2)c2ccc(O)cc2O3)c(O)c1 (stereo not drawn)
 : i	10.6	i
- CCOC(=O)c1ccc(S(=O)(=O)N2CCC(C(=O)NCc3ccccc3OC)CC2)cc1
 : i	-4.8	i
- Nc1c(N(CCCO)C(=O)C2CCCCC2)c(=O)[nH]c(=O)n1Cc1ccccc1
 : i	-1.9	i
- Nc1ncnc2c1ncn2[C@@H]1O[C@H](CN=C2NS(=O)(=O)c3ccccc32)[C@@H](O)[C@H]1O
 : i	1.8	i
- COc1ccc(C)cc1NC(=O)c1ccc2c(c1)C(=O)N(Cc1ccncc1)C2=O
 : i	-1.9	i
- Cc1cccc(OCC(=O)OCC(=O)N2CCCc3ccccc32)c1C
 : i	4.9	i
- CNC[C@@H]1Oc2ccc(NC(=O)Nc3c(C)noc3C)cc2CC(=O)N([C@H](C)CO)C[C@H]1C
 : i	8.1	i
- O=C(COC(=O)c1ccc(Cl)nc1)NCCc1ccc(F)cc1
 : i	6.4	i

Following part.
Values in the order – KCNK3 inh	HDAC3 inhib	TMEM16A act
- O=C(CN1C(=O)NC2(CCc3ccccc32)C1=O)Nc1ccccc1C(F)(F)F (stereo not drawn)
 : i	-0.6	i
- Cn1cccc1C(=O)NNC(=O)COc1ccccc1Cl
 : i	-2.1	i
- Cc1ccc(C(C)C)c(OCC(=O)OCC(=O)NC2CC2)c1
 : i	1.5	i
- N#Cc1ccccc1S(=O)(=O)N1CCN(C(=O)C2COc3ccccc3O2)CC1 (stereo not drawn)
 : i	-2.9	i
- CCOC(=O)c1c(C)[nH]c(C(=O)OCC(=O)NCc2ccccc2)c1C
 : i	-7.9	i
- O=C(c1ccc(Cl)c(S(=O)(=O)N2CCOCC2)c1)N1CCN(c2ccccn2)CC1
 : i	1.0	i
- CCN(CC(=O)Nc1c(F)cccc1F)C(=O)CC1CCCCC1
 : i	-1.8	i
- COc1ccc(S(=O)(=O)N2CCCCC2)cc1NS(=O)(=O)c1ccc(CNC(C)=O)cc1
 : i	-0.7	i
- COc1ccc(NC(=S)NC(=NS(=O)(=O)c2ccc(Cl)cc2)c2ccccc2)cc1
 : i	-0.3	i
- C=CC[C@@H](CC(=O)N(CCO)Cc1ccccc1)C(=O)N[C@H](COC(=O)[C@@H](CC=C)Cc1ccc(F)cc1)Cc1ccccc1
 : i	?	i
- Cc1ccc(S(=O)(=O)NCC(=O)OCC(=O)NC2CCCCC2)cc1
 : i	0.2	i
- CC(=O)NC(C)c1ccc(C(=O)CSc2nnc(C3CC3)n2C2CC2)cc1 (stereo not drawn)
 : i	6.3	i
- CC1CCCC(NC(=O)CN(C)CC(=O)Nc2ccc(F)cc2)C1C (stereo not drawn)
 : i	7.0	i
- COCCN(CC(=O)Nc1cccc(C)c1C)C(=O)c1cc2c(s1)CCC2
 : i	-0.6	i
- Cc1ccc(NC(=O)CNC(=O)c2ccc(C(C)(C)C)cc2)cc1S(=O)(=O)N1CCOCC1
 : i	-2.1	i

More entries
Values in the order – KCNK3 inh	HDAC3 inhib	TMEM16A act
- CCN(c1ccccc1)S(=O)(=O)c1ccc(C(=O)Nc2ccccc2OC)cc1
 : i	1.3	i
- CN(CC(=O)Nc1cccc(F)c1)C(=O)c1cccc2ccccc12
 : i	1.8	i
- Cc1ccc(C(=O)Nc2ccccc2C(=O)NCc2ccco2)cc1
 : i	3.7	i
- CCOc1ccc(NC(=O)c2ccc3c(c2)OCCO3)cc1S(=O)(=O)N(CC)CC
 : i	11.5	i
- O=[N+]([O-])c1cc(S(=O)(=O)N2CCCC2)ccc1OCCOc1ccccc1
 : i	-2.6	i
- COc1ccccc1C(=O)NCC(=O)NNC(=O)c1cccs1
 : i	1.9	i
- CC(C)C(NC(=O)c1ccccc1F)C(=O)NCC(c1ccco1)N1CCCCC1 (stereo not drawn)
 : i	-13.1	i
- CCN(CC(=O)Nc1ccc(OC)cc1)C(=O)CSCc1c(C)noc1C
 : i	-2.3	i
- Cc1ccc(CNC(=O)CSc2nnc3n2CCCCC3)cc1
 : i	2.1	i
- C[C@H](CO)N1C[C@H](C)[C@@H](CN(C)Cc2ccc(-c3ccccc3)cc2)Oc2c(NC(=O)Nc3ccc(C(F)(F)F)cc3)cccc2C1=O
 : i	-7.9	i
- CCOc1ccc2oc(C(=O)NCc3ccccc3CN3CCCC3)c(C)c2c1
 : i	-16.1	i
- CCCCOc1ccc(C(=O)NCC(=O)NCCOc2ccc(C)cc2)cc1
 : i	-2.2	i
- Cc1ccc2c(c1)CCCN2CC(=O)Nc1cccc(S(=O)(=O)N2CCCC2)c1
 : i	-2.0	i
- Cc1ccc(S(=O)(=O)N2CCCCC2)cc1NC(=O)CSc1nc(N)cc(=O)[nH]1
 : i	-1.5	i
- O=C(CCNC(=O)c1ccc(Br)cc1)NCCCN1CCOCC1
 : i	0.0	i

Next records:
Values in the order – KCNK3 inh	HDAC3 inhib	TMEM16A act
- O=C(CCOc1ccccc1)NNC(=O)c1ccccc1
 : i	-7.1	i
- CC(OC(=O)Cc1c[nH]c2ccccc12)C(=O)c1ccccc1 (stereo not drawn)
 : i	10.6	i
- COc1ccccc1CCC(=O)Nc1ccc(OC)c(S(=O)(=O)N2CCOCC2)c1
 : i	-1.2	i
- Cc1noc(C)c1C(=O)Nc1ccccc1N1CCOCC1
 : i	-2.0	i
- Cc1onc(-c2ccccc2)c1C(=O)N(C)CC(=O)Nc1ccc(F)c(F)c1F
 : i	-2.5	i
- Cc1cc(S(=O)(=O)Nc2nc(CN3CCOCC3)nc3sc4c(c23)CCC4)ccc1F
 : i	-8.5	i
- CC1(C)C(=O)Nc2ccccc2N1C(=O)COC(=O)c1cccs1
 : i	2.9	i
- CCOc1cc(C(=O)OC(C(=O)NC(=O)NC)c2ccccc2)ccc1OCC(=O)N1CCOCC1 (stereo not drawn)
 : i	26.6*	i
- COc1ccc(NC(=O)N(C)C[C@H]2Oc3c(NS(=O)(=O)c4cccs4)cccc3C(=O)N([C@H](C)CO)C[C@@H]2C)cc1
 : i	3.2	i
- CNc1nnc(SCC(=O)N2c3ccccc3NC(=O)CC2C)s1 (stereo not drawn)
 : i	-1.8	i
- CCCn1nc(C(=O)NC2CCCCCC2)c2ccccc2c1=O
 : i	1.6	i
